Source: PubChem
CBFb RUNX1 block – blocks binding between human CBF-beta and RUNX1; Q01196+Q13951; AlphaScreen CBFb-His/RUNX1-biotin binding, biochemical; Potency, µM (highest dose often 59.8 µM), without a hit: at the highest dose activity, negative = inhibition, most hits filed as inhibitors; 230,000 tested, under 10 active; AID 1477; note: % of control where 0% means no effect
Target sequence (Q01196 whole entry, looked up): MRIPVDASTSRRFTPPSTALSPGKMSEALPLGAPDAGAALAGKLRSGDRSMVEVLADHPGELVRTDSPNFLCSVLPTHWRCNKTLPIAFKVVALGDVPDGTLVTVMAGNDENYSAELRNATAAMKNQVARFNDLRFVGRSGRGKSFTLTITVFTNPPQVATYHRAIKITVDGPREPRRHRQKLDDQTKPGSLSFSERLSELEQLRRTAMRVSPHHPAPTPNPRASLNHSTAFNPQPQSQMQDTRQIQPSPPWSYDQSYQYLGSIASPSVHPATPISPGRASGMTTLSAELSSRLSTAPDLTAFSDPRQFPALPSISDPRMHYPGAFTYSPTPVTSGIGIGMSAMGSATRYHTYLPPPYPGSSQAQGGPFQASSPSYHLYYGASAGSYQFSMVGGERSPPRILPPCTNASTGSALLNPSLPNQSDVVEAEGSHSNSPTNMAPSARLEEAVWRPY
Target sequence (Q13951 whole entry, looked up): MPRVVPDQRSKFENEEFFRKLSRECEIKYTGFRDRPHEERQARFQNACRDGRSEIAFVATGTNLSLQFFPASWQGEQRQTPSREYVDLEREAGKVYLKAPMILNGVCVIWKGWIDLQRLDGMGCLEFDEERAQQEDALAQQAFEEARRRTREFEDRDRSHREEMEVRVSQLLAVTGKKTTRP
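Compounds were screened at multiple concentrations against a preformed CBF-beta(His)/RUNX1(biotin) complex (30 nM of each) for 15 min at room temperature, followed by 90 min with nickel and streptavidin beads and AlphaScreen reading.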
NPSR antag – antagonists of human neuropeptide S receptor cAMP signaling; CHO-NPSR cells, cAMP TR-FRET, antagonist mode; 1% of 220,000 active; AID 1461; Potency, µM (doses to about 38.3 µM), inactives show top-dose activity change, negative = inhibition, actives largely listed as inhibitors; Q6W5P4; note: potency is the fitted concentration of half-maximal effect; % is set by controls: 0 for no effect and ±100 for the full control effect; nearly all actives have a fitted effect of over 50% in size; many of its hits are not listed in these tables
Target sequence (Q6W5P4 whole entry, looked up): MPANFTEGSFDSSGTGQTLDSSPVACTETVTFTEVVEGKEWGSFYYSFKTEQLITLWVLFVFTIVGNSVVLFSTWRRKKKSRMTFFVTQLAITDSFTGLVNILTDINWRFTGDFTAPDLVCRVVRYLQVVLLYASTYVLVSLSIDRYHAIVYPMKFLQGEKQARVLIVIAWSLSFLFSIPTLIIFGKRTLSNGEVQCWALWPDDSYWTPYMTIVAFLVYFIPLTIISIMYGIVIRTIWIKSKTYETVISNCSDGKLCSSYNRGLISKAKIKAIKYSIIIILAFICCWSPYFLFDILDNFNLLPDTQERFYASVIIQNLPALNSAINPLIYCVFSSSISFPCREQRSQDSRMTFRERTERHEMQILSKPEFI
Luc counter – Kinase-Glo luciferase inhibition (counter-screen); Q27757; Kinase-Glo luciferase, ATP luminescence, 8 min; Potency, µM (series often up to 38.3 µM), for inactives: at the highest dose activity change, negative = inhibition, hits mostly inhibitors; 0.28% of 200,000 active; AID 1379; note: potency is the fitted concentration of half-maximal effect; % is set by controls: 0 for no effect and ±100 for the full control effect; nearly all actives have a fitted effect of over 60% in size
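Inhibition of Kinase-Glo luciferase light generation was assessed at 10 uM ATP in pH 7.2 imidazole buffer, with luminescence measured after eight minutes at ambient temperature.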
LMNA splice mod – changes lamin A minigene splicing in HeLa cells. HeLa LMNA splicing GFP/RFP minigene ratio, 48 h. 0.01% of 200,000 active. Potency, µM (series often up to 46.1 µM), for the others: at the top dose ratio change, negative = inhibition, hits mostly inhibitors; active = well fitted inhibition curve with a large enough effect in the signal ratio, with a control signal flat, not every such curve was filed as active; inconclusive = small, poorly fitted or top-dose-only effect, or effect the other way, or a change in a side signal; the % refers to the signal ratio; note: potency is the fitted concentration of half-maximal effect; % is set by controls: 0 for no effect and ±100 for the full control effect
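S3 HeLa stable clones carrying a lamin A-EGFP splicing minigene plus DsRed2 were seeded at 600 cells/well in Opti-MEM with 2% FBS, pin-dosed and incubated 48 h at 37°C. Acumen cytometry (488 nm) gave the GFP/RFP total-intensity ratio.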
IMPase Li inh – IMPase inhibition in cells with lithium potentiation | Potency, µM (top dose mostly 59.4 µM), for inactives: top-dose activity, negative = IMPase inhibition, usual class: inhibitors | CHO-M1 cells, IP1 TR-FRET (IP-One), carbachol + lithium | 0.35% of 210,000 active | AID 1457;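 note: IP1 builds up when IMPase is blocked and the TR-FRET signal falls; potency is the fitted concentration of half-maximal effect; plate controls were basal vehicle for no effect and high inhibitor control for full effect; nearly all actives have a fitted effect of over 50% in size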
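Concentration–response in CHO-M1 cells, lithium-potentiated; 30 min at 37C. IP1 detected by competitive TR-FRET after 10 min lysis at RT. Hill-fitted AC50.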
Epigenetic derep – epigenetic control regulation, reporter derepression | murine LDR cells, GFP reporter derepression, 30 h | Potency, µM (titrated, usually from 53.9 µM), for the others: at the highest dose GFP activation, usual class: activators | 0.2% of 280,000 active; note: potency is the fitted concentration of half-maximal effect; % of control where 0% means no effect; nearly all actives have a fitted effect of over 60% in size
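GFP-positive cell count by laser-scanning cytometry (objects 20–120 um) after 30 h, 37 C compound exposure of murine LDR cells; reporter is CMV-GFP integrated at a silenced locus, inducible by HDAC or DNMT inhibitors.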
GLA spleen mod – inhibitors or activators of human alpha-galactosidase in spleen homogenate. P06280. human spleen homogenate, 4MU-alpha-Gal fluorescence, 40 min. Potency, µM (top dose mostly 80 µM), for inactives: at the highest dose activity change, negative = inhibition, most hits filed as inhibitors. 0.008% of 240,000 active. AID 2107;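 note: potency is the fitted concentration of half-maximal effect; 0% = enzyme with vehicle and -100% = no enzyme basal signal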
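Inhibition or activation of alpha-galactosidase in human spleen homogenate is scored by 4-MU fluorescence after 40 min at 37C, pH 5.0, with 1 mM substrate. AC50s come from concentration-response fitted to the Hill equation.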
Starred values were filed as active, the others as inactive; u = inconclusive; x = not tested or not shown; [ ] = remark or other dose. Unless noted, calls come from the whole dose curve; as a rule, active = well fitted curve in the direction sought with a large enough effect; inconclusive = small, poorly fitted or top-dose-only effect, or another doubt; inactive = no such curve, though single readings can be large; an effect the other way counts as inactive or inconclusive. An excerpt; count on the stated rates, not on these rows.

SMILES	CBFb RUNX1 block	NPSR antag	Luc counter	LMNA splice mod	IMPase Li inh	Epigenetic derep	GLA spleen mod
Cc1c(NC(=O)COC(=O)c2cc(-c3ccc(-c4ccccc4)cc3)nc3ccccc23)c(=O)n(-c2ccccc2)n1C	0%	-15%	1%	u	-1%	4.8%	4%
Clc1ccccc1-c1csc(Nc2cccnc2)n1	-4%	-14%	x	x	x	-0.4%	7%
COc1ccc(-c2nc3cnc(N4CCNCC4)nc3n(Cc3cccc(OC)c3)c2=O)cc1	x	x	0%	x	4%	x	22%
Cc1cc(C)nc(SC2CCOC2=O)n1 (configuration not stated)	5%	-5%[46.1 µM]	3%	-1%	-18%[38.3 µM]	-0.7%	-5%
COC(=O)C1C(=O)C=C(Nc2ccc(F)cc2F)CC1c1ccccc1 (configuration not stated)	2%	-10%	1%	-13%	22%	-0.9%	-2%
CCn1c(N)c(C(N)=O)sc1=S	7%	-2%[46.1 µM]	-3%	12%	7%[38.3 µM]	3.4%	1%
Nc1ncnc(Nc2ccc(F)cc2)n1	6%	14%	0%	8%	-7%	1.3%	1%
COCCCNC(=O)CN1CCN(Cc2ccc(Cl)cc2)C1=O	0%	-3%[46.1 µM]	-1%	0%	-7%[38.3 µM]	0.0%	-2%
CN1C(=O)CC(c2ccco2)Sc2ccccc21 (configuration not stated)	-6%	1%[46.1 µM]	-5%	-10%	-21%[38.3 µM]	-1.8%	2%
CC(=O)Nc1ccc(C(=O)OCC(=O)N(C)C2CCCCC2)cc1	1%	u	2%	-12%[46 µM]	1%	-2.7%	2%
CCCC1Cc2nc(Cl)c(C#N)cc2CO1 (configuration not stated)	7%	-11%	x	x	x	-1.3%	-1%
O=C(O)CCc1nn2cnc3sc4c(c3c2nc1=O)CCCC4	3%	4%[46.1 µM]	-1%	0%	9%[38.3 µM]	-1.0%	-1%
CCCn1nc(C(=O)N2CCCc3ccccc32)c2ccccc2c1=O	7%	-13%	0%	0%[46 µM]	3%	-1.3%	-2%
COc1ccc2c(C)cc(SCn3nnc4ccccc4c3=O)nc2c1	0%	3%	4%	-14%	2%	0.0%	1%
C=CCNC(=O)c1onc(CCl)c1C(=O)OC	1%	-9%[46.1 µM]	3%	u	-5%[38.3 µM]	0.0%	-3%
CC1CCc2nc(NC(=O)c3cc(C(C)(C)C)nn3C)sc2C1 (configuration not stated)	13%	-17%	x	x	x	0.0%	-4%
Cc1cccc(NC(=S)NC(=O)/C=C/c2ccccc2)n1	1%	7%	0%	-13%[46 µM]	-3%	-5.5%	-9%
Cc1onc(-c2ccccc2)c1C(=O)Nc1cccnc1	5%	-13%[7.67 µM]	-1%	-3%	-9%[38.3 µM]	2.8%	-1%
O=c1oc2ccccc2c(N2CCOCC2)c1[N+](=O)[O-]	0%	13%	-5%	u	-3%	-2.2%	1%
CC(C)(O)C#Cc1ccc(C(=O)N2CCC(C(N)=O)(N3CCCCC3)CC2)cc1	0%	-9%[46.1 µM]	1%	8%	-18%[38.3 µM]	-0.5%	-7%

Fetched one by one from above:
SMILES	CBFb RUNX1 block	NPSR antag	Luc counter	LMNA splice mod	IMPase Li inh	Epigenetic derep	GLA spleen mod
Cc1cccc(NC(=S)NC(=O)/C=C/c2ccccc2)n1	1%	7%	0%	-13%[46 µM]	-3%	-5.5%	-9%
C=CCNC(=O)c1onc(CCl)c1C(=O)OC	1%	-9%[46.1 µM]	3%	u	-5%[38.3 µM]	0.0%	-3%

Additional records:
SMILES	CBFb RUNX1 block	NPSR antag	Luc counter	LMNA splice mod	IMPase Li inh	Epigenetic derep	GLA spleen mod
COc1ccccc1C(=O)N1CCNC(=O)C1CC(=O)Nc1cccc(C)c1 (configuration not stated)	3%	-10%[46.1 µM]	-5%	-9%	6%[38.3 µM]	-1.0%	10%
Clc1ccc(OCc2nn3c(-c4ccncc4)nnc3s2)cc1	2%	-9%[46.1 µM]	-3%	11%	5%[38.3 µM]	-0.9%	-2%
C#CCNC(=O)C1=C[C@H](C(C)(C)C)C[C@H](OCc2ccc(CO)cc2)O1	6%	24%	x	x	0%	3.2%	-4%
O=C(O)c1ccc[nH]c1=S	-2%	3%[7.67 µM]	x	x	x	0.0%	-8%
COc1ccc2oc(=O)c(-c3nc(C)cs3)cc2c1	14%	-4%[46.1 µM]	u	2%	-21%[38.3 µM]	3.3%	2%
CN(c1ccccc1C(N)=O)S(=O)(=O)c1ccccc1	15%	-8%[46.1 µM]	-3%	-3%	2%	1.2%	-5%
CCc1sc(C(=O)Nc2cc(Cl)ccc2N2CCCCC2)cc1C	5%	-18%[46.1 µM]	-1%	28%	27%[38.3 µM]	-5.0%	7%
CCOc1cc(S(=O)(=O)n2nc(C)cc2C)ccc1F	17%	-1%[46.1 µM]	1%	-8%	36%[activator][38.3 µM]	-6.3%	2%
C#CC1(O)CC(C)NCC1(C)CCC#N (configuration not stated)	4%	-8%[46.1 µM]	2%	3%	-1%[38.3 µM]	0.0%	3%
O=S(=O)(c1ccccc1)c1cnc(-c2cccnc2)nc1-c1ccc(Cl)cc1Cl	0%	u	1%	u	-3%[38.3 µM]	-1.4%	-4%
O=S(=O)(c1ccc2nc(-c3ccccc3)[nH]c2c1)N1CCN(c2cccc(Cl)c2)CC1	8%	-29%	17%	12%	3%	1.0%	-5%
Cc1cc(-c2n[nH]c(=S)n2CC(C)C)cs1	8%	4%	1%	2%	4%	0.0%	6%
CCOC(=O)N/N=C1/C[C@@H](O)[C@@H](O)[C@@H]2[C@@H]3C(=O)N(C4CCCCC4)C(=O)[C@H]3CC[C@H]12	10%[13.1 µM]	x	x	x	x	0.0%[10.1 µM]	3%[17.5 µM]
CCOC(=O)Cn1nc(C)c(-c2ccccc2)c1N	4%	-24%[46.1 µM]	1%	14%	-6%[38.3 µM]	-2.0%	1%
CCCNC(=O)Cc1c(OC)ccc2cc(Br)ccc12	-3%	-12%	3%	u	u	-4.2%	-6%
Cc1cccc(N=Nc2ccc(O)c3ncccc23)c1	-3%	-4%	-8%	u	-3%	0.0%	3%
CCCCC1=CC2=C(c3ccco3)C(=O)C(C)(OC(=O)c3ccc(OC)cc3)C(=O)C2=CO1 (configuration not stated)	-3%	x	-1%	x	1%	-1.1%	-10%
O=C(Nc1ccccc1F)C(=O)c1cn(CC(=O)N2CCCCC2)c2ccccc12	-4%	-24%	-4%	x	4%	1.3%	-4%
CN1/C(=C\C(=O)COC(=O)CNC(=O)c2ccc3ccccc3c2)C(C)(C)c2ccccc21	-15%	3%	-1%	u	11%	1.3%	-10%
CC1Oc2ccccc2N(CC(=O)Nc2ccc3c(c2)OCO3)C1=O (configuration not stated)	2%	-5%[7.67 µM]	-5%	-10%	-4%[38.3 µM]	3.1%	0%

Just CBFb RUNX1 block, LMNA splice mod and Epigenetic derep, for some of the entries so far:
compound,CBFb RUNX1 block,LMNA splice mod,Epigenetic derep
C#CC1(O)CC(C)NCC1(C)CCC#N (configuration not stated),4%,3%,0.0%
O=S(=O)(c1ccccc1)c1cnc(-c2cccnc2)nc1-c1ccc(Cl)cc1Cl,0%,u,-1.4%
O=S(=O)(c1ccc2nc(-c3ccccc3)[nH]c2c1)N1CCN(c2cccc(Cl)c2)CC1,8%,12%,1.0%

The list goes on.
SMILES	CBFb RUNX1 block	NPSR antag	Luc counter	LMNA splice mod	IMPase Li inh	Epigenetic derep	GLA spleen mod
COc1cc(OC)cc(C(=O)NC(=S)Nc2ccc(Cl)c(C(=O)O)c2)c1	6%	-14%[46.1 µM]	2%	0%	7%[38.3 µM]	-1.2%	-2%
CCC(C)C(NC(=O)/C(=C\c1ccccc1)NC(=O)c1ccc(OC)cc1)C(=O)O (configuration not stated)	-1%	3%	4%	x	0%	-1.1%	1%
O=C(NCCCN1CCOCC1)c1csc2c1CCCC2	2%	-4%[46.1 µM]	-3%	u	-22%[38.3 µM]	-0.9%	-6%
COc1ccc(C(=O)Nc2cc(C)on2)cc1[N+](=O)[O-]	-23%	8%	1%	x	-1%	3.6%	-4%
CN1CCN(C2=C(Cl)C(=O)N(C3CCCCC3)C2=O)CC1	6%	-7%[46.1 µM]	-3%	u	14%[38.3 µM]	-0.8%	1%
CSc1nc2sc3c(c2c(=O)n1C)CCCC3	-3%	0%[46.1 µM]	-5%	-6%	1%[38.3 µM]	4.1%	-21%
CC1CCCN(C(=O)CSc2nnc3n(C4CCCC4)c(=O)c4ccccc4n23)C1 (configuration not stated)	2%	u	-3%	4%	20%[38.3 µM]	-0.1%	-4%
O=C(CC1Sc2ccccc2NC1=O)NCc1ccccc1 (configuration not stated)	5%	-3%[7.67 µM]	x	x	x	2.5%	-3%
CCOc1ccc(S(=O)(=O)NCc2ccccc2Cl)cc1C(N)=O	7%	17%	x	x	-8%	2.9%	-3%
CCCc1nnc(SCC(=O)N2C(C)CCCC2C)n1CC1CCCO1 (configuration not stated)	1%	-6%[46.1 µM]	-1%	0%	-7%[38.3 µM]	-0.7%	-7%
COCCNc1ccnc(-c2cccc(NS(C)(=O)=O)c2)n1	x	x	-3%	-3%	-4%	-0.8%	-6%
CCOc1cc(N2CCOCC2)c(OCC)cc1NC(=O)CN1CCc2ccccc2C1	-21%	-21%[46.1 µM]	-2%	u	13%[38.3 µM]	-1.8%	7%
CCN(CC)C1CCN(C(=O)CCc2nnc(CCCCc3ccccc3)o2)C1 (configuration not stated)	1%	-11%	-5%	x	3%	6.7%	1%
CCCCNC(=O)C(CC)Sc1nc2sc(C(=O)OC)c(C)c2c(=O)n1N (configuration not stated)	2%	7%[46.1 µM]	-8%	8%	-24%[38.3 µM]	0.0%	7%
CCCS(=O)(=O)C/C(N)=N/OC(=O)c1ccc(Cl)cc1	-8%	4%[7.67 µM]	x	x	x	1.1%	8%
CCOc1ccccc1CNC(=O)c1cc2occc2n1C	-15%	-5%[46.1 µM]	-2%	-8%	21%[38.3 µM]	0.1%	2%
COc1ccc(-n2c(Cc3cccn3C)nnc2SCC(=O)Nc2ccccc2F)cc1	u	-14%	7%	-7%	5%	-1.0%	-5%
CN(CCCN1CCCCC1)C(=O)CCc1nnc(C2CCCCC2)o1	2%	-14%	-5%	x	8%	0.0%	-4%
CC(=O)NC(CCS(C)(=O)=O)C(=O)Nc1cccc(C)c1 (configuration not stated)	11%	-1%[46.1 µM]	1%	-4%	26%[38.3 µM]	0.0%	2%
O=C(OCc1nc2scc(-c3ccccc3)c2c(=O)[nH]1)c1cccc([N+](=O)[O-])c1	-11%	-1%[46.1 µM]	x	-7%	x	-1.8%	1%
S=C1NCN(Cc2ccco2)CN1c1ccccc1	3%	5%[7.67 µM]	x	x	x	2.7%	6%
COc1cc(OC)cc(-c2cc3nc(C)c(CCC(=O)O)c(C)n3n2)c1	5%	-18%[46.1 µM]	-5%	-1%	-8%[38.3 µM]	-4.1%	-2%
COc1ccc(C(=O)NC2CCN(C(=S)Nc3ccc(C)cc3)CC2)cc1	3%	8%	2%	2%[46 µM]	4%	3.4%	13%
